# Screens: PubChem BioAssay, The Scripps Research Institute Molecular Screening Center
# FBW7 activator: FBW7 E3 ligase activators, primary screen, biochemical, AlphaScreen, human. F-box/WD repeat-containing protein 7 (Homo sapiens), Q969H0. AlphaScreen FBW7–phospho-cyclin E peptide binding, activator screen. normalized activity (activation), % at 26.1 µM. 650,000 compounds, 0.13% hits. AID 1259310, 2017; in the data active = normalized activity above about 1.9%;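 note: purified mutant Fbw7 with reduced substrate affinity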
# GPR151 ag: activators of human GPR151, primary screen, cell-based, PathHunter beta-arrestin, luminescence | 650,000 compounds, 1% hits | activation, % at 11.2 µM | PathHunter beta-arrestin GPR151 cells; in the data active = activation above about 4.9%;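 note: 0% = median of compound wells and 100% = cells with positive control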
# Target sequence (Q8TDV0 whole entry, looked up): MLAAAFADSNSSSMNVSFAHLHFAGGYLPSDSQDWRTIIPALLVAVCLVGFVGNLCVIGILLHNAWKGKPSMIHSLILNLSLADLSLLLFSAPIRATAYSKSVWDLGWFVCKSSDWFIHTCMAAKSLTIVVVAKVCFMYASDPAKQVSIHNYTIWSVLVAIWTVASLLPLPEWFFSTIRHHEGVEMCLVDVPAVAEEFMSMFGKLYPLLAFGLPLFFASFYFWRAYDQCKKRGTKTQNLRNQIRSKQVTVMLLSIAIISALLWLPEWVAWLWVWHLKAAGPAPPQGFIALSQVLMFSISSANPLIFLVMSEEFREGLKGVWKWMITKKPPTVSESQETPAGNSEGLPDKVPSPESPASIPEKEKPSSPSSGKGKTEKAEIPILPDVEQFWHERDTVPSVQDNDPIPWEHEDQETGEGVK
# MITF inh: MITF inhibitors, primary screen, biochemical, AlphaScreen, human; 650,000 compounds, 0.91% hits; inhibition, % at 2.6 µM; AlphaScreen MITF homodimerization, bead proximity signal; Microphthalmia-associated transcription factor (Homo sapiens), O75030; AID 1259374, 2018; in the data active = inhibition above about 50%;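 note: 0% = vehicle wells with protein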
# Target sequence (O75030 whole entry, looked up): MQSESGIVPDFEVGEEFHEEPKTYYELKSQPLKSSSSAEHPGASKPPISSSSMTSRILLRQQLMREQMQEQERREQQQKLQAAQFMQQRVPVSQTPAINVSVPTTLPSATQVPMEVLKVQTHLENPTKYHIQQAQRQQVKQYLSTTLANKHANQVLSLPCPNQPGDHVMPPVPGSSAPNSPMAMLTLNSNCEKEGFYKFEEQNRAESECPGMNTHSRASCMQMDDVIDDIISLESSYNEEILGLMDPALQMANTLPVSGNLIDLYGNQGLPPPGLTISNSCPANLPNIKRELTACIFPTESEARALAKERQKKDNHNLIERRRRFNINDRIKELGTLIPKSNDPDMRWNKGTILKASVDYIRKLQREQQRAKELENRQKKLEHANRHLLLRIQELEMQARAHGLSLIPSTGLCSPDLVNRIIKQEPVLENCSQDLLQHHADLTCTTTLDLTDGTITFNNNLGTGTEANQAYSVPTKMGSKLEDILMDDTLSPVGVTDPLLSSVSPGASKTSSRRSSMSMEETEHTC
# TEAD-YAP block: TEAD-YAP interaction inhibition, primary screen, TEAD-YAP interaction inhibitor project, luminescence, HEK-TIYL cells | TEAD-Gal4/YAP UAS-luciferase luminescence | inhibition, % at 9.12 µM | 640,000 compounds, 1.4% hits | AID 1259422, 2018; in the data active = inhibition above about 32%;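 note: 0% = median of test compound wells and 100% = reference inhibitor wells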
# Active calls of the source: *; / = no result given. The order is random; any-hit rate near 3.4%.
SMILES,FBW7 activator,GPR151 ag,MITF inh,TEAD-YAP block
CC(C)NS(=O)(=O)c1ccc2c(c1)oc(=O)n2C,0.1,-0.3,12.1,-3.5
O=C(Nc1ccc(C(F)(F)F)cc1)NC1(C(=O)NCc2ccncc2)CCCCC1,0.2,0.7,4.8,2.2
Cc1c(C(=O)NC(C)C)sc2ncn(CC(=O)N3CCOCC3)c(=O)c12,0.1,-1.5,0.3,-7.2
CCN(CC)c1ccc(/C=c2/sc3nc4ccccc4n3c2=O)cc1,0.0,0.1,16.2,45.9*
CC(C)NC(=O)/C(C#N)=C/c1cc2c(cc1Br)OCO2,-0.1,-0.2,5.9,-4.6
Cc1nc(N)sc1C(=O)OCC(C)C,0.5,-1.4,-11.3,-16.6
COc1ccc(-n2nc3cc(C)c(NC(=O)COc4ccc(Cl)cc4)cc3n2)cc1,0.1,-1.0,13.0,10.0
O=C(c1ccccc1)C(C(c1cccs1)N1CCOCC1)N1CCOCC1 (centres undefined),-0.1,-0.5,13.1,12.0
Cc1cc(NC(=O)CSc2nc3ccsc3c(=O)n2CCc2ccc(Cl)cc2)no1,0.8,0.0,15.5,-14.8
CC1=C(C(=O)OCC2CCCO2)C(c2cc3c(cc2Cl)OCO3)C2=C(CCCC2=O)N1 (centres undefined),-0.1,-0.1,-0.6,-3.8
CC(C)(C)NC(=O)/C(=C\c1ccc(-c2ccc(Cl)cc2)o1)NC(=O)c1ccccc1,0.0,1.5,36.8,0.6
Cc1ccc(NC(=O)N2CCCN(Cc3ccc(F)cc3)C2)cc1C,-0.2,-0.4,23.8,-1.8
COc1ccccc1-n1c(SCC(=O)NC(C)(C)C)nnc1-c1ccccn1,0.1,-0.5,1.8,10.3
Cn1c(-c2ccccc2)c(C(=O)COC(=O)c2cc[n+]([O-])cc2)c2ccccc21,-0.1,-0.8,28.9,-2.2
CCCC(=O)N(c1ccc2oc(C)c(C(C)=O)c2c1)S(=O)(=O)c1ccc(Cl)cc1,0.0,1.2,9.3,6.8
Cn1cc(Br)c(C(=O)Nc2sc3c(c2C(N)=O)CCCC3)n1,-0.1,-0.1,-0.8,-26.7
Oc1ccc(CCNc2ncnc3nc(N4CCN(c5ccccn5)CC4)[nH]c23)cc1,0.0,-0.3,10.1,39.2*
CCOc1ccc2[nH]c(=O)c(CN(CCN(C)C)C(=O)Nc3ccccc3OC)cc2c1,0.2,-0.8,10.0,3.4
C=CCc1cccc(C)c1OCCCCNCCOC,-0.1,1.4,30.8,0.3
CCOc1ccccc1NC(=O)CC1SC(=N)N(c2ccccc2)C1=O (centres undefined),0.1,0.9,-1.1,-4.7

# 7 records drawn at random from those above:
SMILES,FBW7 activator,GPR151 ag,MITF inh,TEAD-YAP block
Oc1ccc(CCNc2ncnc3nc(N4CCN(c5ccccn5)CC4)[nH]c23)cc1,0.0,-0.3,10.1,39.2*
Cn1cc(Br)c(C(=O)Nc2sc3c(c2C(N)=O)CCCC3)n1,-0.1,-0.1,-0.8,-26.7
Cn1c(-c2ccccc2)c(C(=O)COC(=O)c2cc[n+]([O-])cc2)c2ccccc21,-0.1,-0.8,28.9,-2.2
CCOc1ccccc1NC(=O)CC1SC(=N)N(c2ccccc2)C1=O (centres undefined),0.1,0.9,-1.1,-4.7
C=CCc1cccc(C)c1OCCCCNCCOC,-0.1,1.4,30.8,0.3
CCCC(=O)N(c1ccc2oc(C)c(C(C)=O)c2c1)S(=O)(=O)c1ccc(Cl)cc1,0.0,1.2,9.3,6.8
CCOc1ccc2[nH]c(=O)c(CN(CCN(C)C)C(=O)Nc3ccccc3OC)cc2c1,0.2,-0.8,10.0,3.4

# (next part)
SMILES,FBW7 activator,GPR151 ag,MITF inh,TEAD-YAP block
O=c1cc(CNCc2cccs2)c2cc3c(cc2o1)CCC3,-0.2,-2.0,-0.3,45.1*
COc1cc2c(cc1OC)C(c1ccccc1)=NC1(CCCC1)C2,-0.1,0.5,6.6,-13.7
CCn1c2ccccc2c2cc(CN3CCN(S(=O)(=O)c4ccc(F)cc4)CC3)ccc21,-0.1,0.2,27.0,7.1
CCCCC(C(=O)Nc1ccc(C)c(Cl)c1)N1C(=O)C2C3c4ccccc4C(c4ccccc43)C2C1=O (centres undefined),0.4,-1.2,5.4,3.9
COc1ccccc1-n1nc(C(=O)Nc2ccc(Br)cc2C)c2ccccc2c1=O,0.0,-1.3,9.9,8.6
CCCCn1c(=O)c2c(nc3n(-c4ccc(OC)cc4OC)c(C)c(C)n23)n(C)c1=O,-0.2,1.4,1.0,-0.8
COc1ccc(NC(=O)N2CCC(CN3CCCCC3)CC2)cc1,-0.1,0.3,7.1,4.2
CCN(CC(=O)NC1CCCC1)S(=O)(=O)c1ccccc1,0.1,-0.5,11.7,-3.5
CCC(=O)Nc1ccc2nc(SCC(=O)Nc3c(C)cc(C)cc3C)sc2c1,0.0,-0.1,-3.5,-4.9
COCCNC(=O)CSc1ccc(C(=O)Nc2ccccc2C(F)(F)F)cc1[N+](=O)[O-],0.3,1.1,12.6,-7.3
COc1ccc(OC)c(CCC(=O)O)c1,0.0,1.0,-3.1,8.0
CCC(=O)N1N=C(c2cccs2)CC1c1ccco1 (centres undefined),-0.3,0.1,-17.7,-2.4
COC(=O)C1=C(C)NC(=O)NC1c1ccc(F)cc1 (centres undefined),-0.1,-0.8,-19.1,1.6
O=C(NCCCn1ccnc1)C1CC12CCN(Cc1ccc3c(c1)CCO3)CC2 (centres undefined),0.0,1.1,6.2,-5.0
Cc1cc(NC(=O)CN2CC(C)CC(C)C2)nc2c1c(=O)oc1ccccc12 (centres undefined),0.0,3.5,-11.8,7.1
O=C(CSc1nc2ccsc2c(=O)n1NC(=O)c1ccccc1)OCc1ccccc1,-0.1,-0.6,-8.1,-22.2
CCOC(=O)C(C(=O)N1CCOCC1)C1CCCCC1 (centres undefined),0.0,1.3,11.2,3.0
CNC(=O)CC1Sc2ccccc2NC1=O (centres undefined),-0.1,-0.2,0.5,12.4
CN(C)CCN(C(=O)c1ccc2c(c1)CCCC2)c1nc2ccccc2s1,0.0,-0.6,-2.3,-27.7
COCC(=O)NC(CC(C)C)c1nnc2n1CCN(Cc1ccc(F)cc1F)CC2 (centres undefined),0.2,-1.2,5.5,-7.6

# As a short view, part of the list above.
SMILES,FBW7 activator,GPR151 ag,MITF inh,TEAD-YAP block
CNC(=O)CC1Sc2ccccc2NC1=O (centres undefined),-0.1,-0.2,0.5,12.4
CN(C)CCN(C(=O)c1ccc2c(c1)CCCC2)c1nc2ccccc2s1,0.0,-0.6,-2.3,-27.7
COCC(=O)NC(CC(C)C)c1nnc2n1CCN(Cc1ccc(F)cc1F)CC2 (centres undefined),0.2,-1.2,5.5,-7.6

# The list goes on:
SMILES,FBW7 activator,GPR151 ag,MITF inh,TEAD-YAP block
CCCCOC(=O)c1cccc(NC(=O)Nc2ccc(C)cc2)c1,0.3,1.9,-2.3,3.7
COCC(=O)Nc1cccc([N+](=O)[O-])c1C,0.2,-1.2,4.8,5.0
Cc1ccc(-c2cc3nc(-c4ccccc4)cc(C)n3n2)cc1,-0.2,-1.5,2.6,-2.9
COc1ccc(C2CC(c3cccs3)=NN2C(=O)CSc2nnc(CNC(=O)c3ccccc3OC)n2C)cc1 (centres undefined),-0.1,-0.6,4.7,9.1
CC(C)C(=O)Nc1ccc(NC(=S)NC(=O)c2ccc([N+](=O)[O-])cc2)cc1,0.9,-0.5,16.7,3.8
Cc1cccc2cc(C3CC(c4ccccc4)=NN3C(=O)CCC(=O)O)c(=O)[nH]c12 (centres undefined),0.0,-0.2,-11.1,-8.3
Cc1ccc(N(C(C)C(=O)Nc2ccc(F)c(Cl)c2)S(C)(=O)=O)cc1C (centres undefined),-0.2,2.4,9.4,8.3
O=C(Nc1ccccc1F)c1sc(=S)n2c1[nH]c(=O)c1ccccc12,-0.3,-0.3,-5.7,3.9
COc1ccc(C(=O)NC(C(=O)Nc2ccc3c(c2)OCCO3)c2ccccc2)cc1 (centres undefined),0.0,-0.9,13.2,6.4
C=CCc1cccc(C)c1OCCCN1CCN(C)CC1,0.1,-1.7,43.1,0.2
CCSc1nnc(-c2ccco2)n1Cc1ccccc1,0.2,0.2,19.9,-9.3
Cc1nc2cc(N3C(=O)C4C5C=CC(C5)C4C3=O)ccc2n1-c1ccccc1 (centres undefined),-0.1,-0.1,3.2,5.4
COC(=O)c1c(N2C(N)=C(C#N)C(c3cccnc3)C3=C2CCCC3=O)sc2c1CCCCC2 (centres undefined),-0.3,-0.9,1.4,2.3
O=C(NCCc1ccccc1)c1ccc(CNc2c(N3CCCC3)c(=O)c2=O)cc1,0.1,-0.3,-1.2,-1.4
CC1(NC(=O)CSC(C)(C)C)CCS(=O)(=O)C1 (centres undefined),0.1,-0.9,-0.8,2.1
COc1ccccc1NC(=O)N1CCCN(c2nc3c(C)c(C)ccc3cc2C#N)CC1,0.6,1.4,-4.9,-10.0
CCNC(=O)c1ccc2c(c1)S(=O)(=O)c1ccccc1C2=O,0.0,0.4,4.5,-3.6
COc1cccc(NC(=O)CSc2nc3ccc(N4C(=O)c5ccccc5C4=O)cc3s2)c1,-0.1,0.1,-1.2,2.3
NC(=O)COC(=O)c1ccc(Cl)cc1N,-0.1,1.0,-2.6,-13.8
CC(=O)N1N=C(C)CC1c1ccc(OCc2ccccc2)cc1 (centres undefined),0.0,0.9,7.7,-2.0
O=C(CCn1cccn1)N1CCCC1c1nc2ccccc2[nH]1 (centres undefined),0.0,-0.2,5.9,-4.3
CCC(C)NS(=O)(=O)c1ccc(C#N)cc1 (centres undefined),0.3,-0.2,-1.4,5.9
CCc1ccccc1N(CC(=O)Nc1ccc(C(=O)OC)cc1)S(C)(=O)=O,0.2,4.3,12.8,2.1
COc1ccc2c(c1)C(=O)CC1(CCN(C(=O)N3CCCC3)CC1)O2,0.4,-0.8,9.0,1.0
CCCC(=O)NCc1ccc(OC)cc1,-0.1,1.4,-2.0,-14.7
O=c1sc2ccccc2n1COc1ccccc1,0.1,-0.5,-11.7,-6.0
COc1ccccc1OCC(=O)Nc1ncc(Cc2ccc(C)cc2)s1,0.8,0.2,1.7,-7.5
Cc1nc(N2CCCCC2C)c2c(C)c(C(=O)N3CCN(c4ccc(F)cc4)CC3)sc2n1 (centres undefined),-0.1,1.9,-2.2,-9.6
CN1CCN(C(=O)c2cc3c(Cl)nc4ccccc4c3s2)CC1,0.2,-0.1,7.7,-10.6
Cc1ccc(S(=O)(=O)N(CC(=O)NCc2cccnc2)Cc2ccccc2F)cc1,-0.1,0.3,-1.5,3.9
O=C(N/N=C/c1ccccc1O)c1ccccc1[N+](=O)[O-],-0.6,0.9,13.8,4.3
CC(=O)Nc1c(C(=O)Nc2ccc(Cl)cc2)nnn1-c1ccccc1,0.3,-1.1,13.2,-49.5
COc1ccc(-n2ncc3c(NCCCO)ncnc32)cc1,0.1,0.7,8.8,5.5
O=C(COc1ccc2ccccc2c1Br)Nc1ncn[nH]1,-0.3,0.9,-5.5,8.2
CCCNC(=O)c1cccc(N2CCN(c3ccccn3)CC2)n1,-0.1,-2.0,17.9,6.3
CO/N=C(/C(=O)N[C@@H]1C(=O)N2C(C(=O)O)=C(COC(N)=O)CS[C@H]12)c1ccco1,-0.1,-2.9,3.8,/
COc1ccc2nc(-c3ccccc3)nc(NCCN3CCCC3)c2c1,0.1,0.1,1.6,-22.2
O=C(c1ccc(F)cc1)c1c[nH]c2ccccc2c1=O,0.0,2.9,1.1,6.1
CCn1c(=O)n(CC)c2cc(NC(=O)c3ccc([N+](=O)[O-])cc3)c(Br)cc21,-0.1,0.8,-6.5,1.2
CC(=O)Nc1cccc(Oc2ccc3c(c2)C(=O)N(c2ccc(Oc4ccc(C)cc4)cc2)C3=O)c1,0.0,0.8,7.9,-11.0
CCCNC(=O)COc1coc(CN2CCN(c3ccc(F)cc3)CC2)cc1=O,-0.2,-1.2,0.4,1.6
O=S(=O)(Nc1cccc(-c2nc3cccnc3s2)c1)c1ccc2c(c1)OCCO2,0.4,0.0,8.2,10.1
O=C(O)/C=C/c1ccc(S(=O)(=O)Nc2ccc(C(=O)NCC(=O)O)cc2)cc1,-0.1,-1.5,8.4,10.1
CCCNC(=O)CCc1nc(-c2ccccc2C)no1,-0.1,1.7,-4.5,-15.7
O=C(CCc1nc(-c2ccccc2)no1)NC1CCCCC1,0.0,-0.1,5.9,2.1
CC1=C(C(=O)OC(C)(C)C)C(c2cn(-c3ccccc3)nc2-c2ccc(S(=O)(=O)N3CCCCC3)cc2)C(C(=O)OC(C)(C)C)=C(C)N1,0.8,-2.1,-9.8,9.3
Oc1ccc(Cl)cc1C1CC(c2ccc3c(c2)OCO3)=NC(c2ccc(F)c(Br)c2)N1 (centres undefined),0.0,-0.6,8.9,0.6
COc1ccc(CC2(CCC(=O)NCc3cnn(C)c3C)CCC(=O)N2)c(F)c1 (centres undefined),0.3,5.1*,-7.1,-1.4
CCOc1ccc(C2CC(=O)c3c([nH]c(C(=O)O)c3C)C2)cc1 (centres undefined),0.0,2.4,4.7,-3.1
O=C1C(=O)N(c2ccc(F)cc2)C(c2ccc(F)cc2)/C1=C(\O)c1ccccc1 (centres undefined),-0.1,0.1,-7.0,12.7
COCCNCCOc1ccccc1C(C)C,0.0,0.9,57.9*,4.4
CN(Cc1ccccc1)C1=CC2=CC(=C(C#N)C#N)CCC2CC1 (centres undefined),0.3,1.3,0.2,2.9
CCOC(=O)C1CCCN(C(=O)c2ccc(C)c([N+](=O)[O-])c2)C1 (centres undefined),0.0,-0.6,-5.9,10.4
